# Screens from PubChem BioAssay.
# AID2073: inhibitors of Mint1-CaV2.2 protein interaction, biochemical, HTRF (AID 2073); actives 0.19% (n = 290,000); inhibition, % at 20 µM, or IC50 in µM where a hit was titrated; HTRF protein-protein interaction, Mint1-CaV2.2; higher % means a stronger effect; Voltage-dependent N-type calcium channel subunit alpha-1B (Homo sapiens); in the data active = inhibition mostly above about 51%, no sharp cut-off; note: some results filed as inactive read as strong as hits
# WT yeast gro inh: growth inhibition of WT strain, primary screen, mitochondrial fusion inhibitor project, WT and mutant strains, chemical genetic | mitochondrial fusion phenotypic screen | inhibition, % at 10 µM | actives 2.1% (n = 190,000) | AID 1362, 2008; in the data active = inhibition above about 58%; tested in S. cerevisiae
# bCat nuc transl: modulators of beta-catenin nuclear translocation, primary screen, imaging, HeLa cells, immunofluorescence, high-content | nuclear translocation activity, % at 5 µM | actives 0.3% (n = 190,000) | AID 1665, 2009;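 active = nuclear translocation activity above 50% at 5 µM, with a well cell count of 50 or more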;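 note: per-cell ratio of nuclear to cytoplasmic median beta-catenin stain intensity; plate controls were DMSO negative control for no effect and GSK-3 inhibitor IX positive control for full effect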
#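 Signal – beta-catenin immunofluorescence imaging with DAPI · Test system – human HeLa cell line · Dosing – 5 µM primary single dose, 0.1% DMSO, 0.02–20 µM confirmation series · Measure – % activation, nuclear-to-cytoplasmic median beta-catenin signal ratio per cell · Incubation – 24 h compound exposure at 37°C, 5% CO2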
# HIV fusion peptide: inhibitors of HIV fusion peptide binding, primary screen, biochemical, uHTS, fluorescence dequenching (AID 1986) | cell-free peptide binding, fluorescence dequenching, 30 min; higher % means a stronger effect | one-dose inhibition, % at 20 µM; IC50 in µM for titrated hits | actives 0.3% (n = 290,000); in the data active = inhibition mostly above about 52%, no sharp cut-off; inactive = mostly below about 76%; note: some results filed as inactive read as strong as hits
# Yfh1-depleted yeast: enhancers of respiration in Yfh1-depleted yeast, dose response, Friedreich's ataxia, plus single-dose screen (AID 1465). S. cerevisiae Yfh1-off respiration, WST-1 reduction, 72 h; higher fold induction means a stronger effect. fold induction at 50 µM; hits with a dose series show EC50 in µM. actives 0.074% (n = 220,000);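 active = fold induction of absorbance versus untreated yeast above a set limit, then at least 30% activation at any dose in follow-up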;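 note: activators that raise dye reduction in frataxin-depleted yeast; strong numbers were not always called active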
# MT stabilizer: microtubule stabilizers in HeLa cells, primary screen, imaging, high-content imaging. HeLa tubulin immunostaining HCS, 24 h; share of cells brighter than vehicle mean+2SD. % tubulin-high responders, % at 10 µM. actives 0.83% (n = 200,000). AID 2205, 2009;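 active = plate Z-score above 3 for both tubulin-high and condensed-nucleus cell shares, with cell loss under 80%, at 10 µM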;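 note: anti alpha tubulin signal scored within the nucleus-defined area of each cell; some results filed as inactive read as strong as hits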
# Dynein transport: inhibitors of GR-EGFP nuclear translocation, primary screen, dynein cargo transport inhibitor project, imaging, high-content, 3617.4 mouse cells. test concentration mostly 20 µM; stimulated with dexamethasone, 1 µM; active compounds read low. z-score, hits read low. actives 0.47% (n = 220,000). AID 1381, 2008;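 active = plate z-score of nuclear minus cytoplasmic receptor signal below a set negative limit, without overly bright fluorescence or cell loss, cut at about -3.5 in these data, passing the limit was not always enough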;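 note: z-score of nuclear minus cytoplasmic ring GR-EGFP intensity difference per well; some compounds called inactive have numbers as strong as hits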
#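 Medium: Induction medium lacking tetracycline, stripped serum | Probe or stimulus: 1.0 µM final dexamethasone stimulus | Schedule: 48 h induction, then 1 h compound, then 30 min agonist, 37 °C | Signal: Automated 10x imaging of fixed Hoechst-stained cells | Evaluation: Per-cell GR-EGFP intensity, nucleus versus surrounding cytoplasmic ring, well-averaged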
# Ins promoter up: insulin promoter activators in MIN6 cells, imaging, high-content screening, mouse beta cells; AID 1625, 2009; actives 0.3% (n = 190,000); z-score at 5 µM; MIN6 insulin promoter-GFP reporter; active compounds read high;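 active = z-score above 3 at 5 µM with at least 500 cells counted in the well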
# Autophagy mod: autophagy modulators in MEF cells, primary screen, imaging, high-content, MEF GFP-LC3. MEF GFP-LC3 puncta imaging; test concentration mostly 10 µM. calls only at 10 µM (by protocol). actives 0.98% (n = 190,000). AID 463193, 2010;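 active = percentage of spot-positive cells more than 3 SD above its plate mean, without a fluorescence outlier flag or 80% toxicity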;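 note: spot-positive cell cutoff set from DMSO-treated cells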
# WT yeast gro inh mutant strain: also measured in WT yeast gro inh; calls as there; inhibition, %; mitochondrial fusion phenotypic screen, mutant strain inhibition
# Dynein transport cytoplasmic EGFP: also measured in Dynein transport; calls as there; z-score; measured here: cytoplasmic GR-EGFP intensity; active compounds read high
# Dynein transport nuclear GR-EGFP: further read-out of Dynein transport, marked with its call; z-score; measured here: nuclear GR-EGFP intensity;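 lower value marks the stronger effect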
# Dynein transport cell count: recorded beside Dynein transport, whose call it bears; z-score; measured here: cell count per field
# Ins promoter up cell count: also measured in Ins promoter up; calls as there; cell count; measured here: cytotoxicity, nuclei count;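 total cells summed across four imaged fields per well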
# bCat nuc transl cell count 5 µM: second read-out of bCat nuc transl, no call of its own (marks repeat the call); cell count; measured here: cell count, cytotoxicity flag
# MT stabilizer Hoechst-high %: also measured in MT stabilizer; calls as there; % Hoechst-high responders; measured here: nuclear condensation Hoechst responders;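 share of cells brighter than vehicle mean plus two SD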
# MT stabilizer cytotoxicity %: further read-out of MT stabilizer, marked with its call; toxicity, %; measured here: cytotoxicity by cell density;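 0% = mean cell density of plate MIN control wells and 100% = no cells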
# Autophagy mod cell loss 18 h: second read-out of Autophagy mod, no call of its own (marks repeat the call); toxicity, %; measured here: cell loss, nuclei count;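 cell loss after 18 h compound exposure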
# The depositor's hits bear a star; i = inactive; · = no result given.
SMILES,AID2073,WT yeast gro inh,WT yeast gro inh mutant strain,bCat nuc transl,bCat nuc transl cell count 5 µM,HIV fusion peptide,Yfh1-depleted yeast,MT stabilizer,MT stabilizer Hoechst-high %,MT stabilizer cytotoxicity %,Dynein transport,Dynein transport cytoplasmic EGFP,Dynein transport nuclear GR-EGFP,Dynein transport cell count,Ins promoter up,Ins promoter up cell count,Autophagy mod,Autophagy mod cell loss 18 h
CS(=O)(=O)N(CC(N)=O)c1ccc(F)c(Cl)c1,15%,4,17,-1.3,1084,-4.0%,i,4.3,2.4,6.1,-0.22,-0.25,-0.31,1.1,0.89,1728,i,-1
COc1ccc(NCc2nnc(SCC(=O)N3CCCc4ccccc43)n2C)cc1,-6%,-9,14,-3.3,919,-1.0%,i,3.1,2.0,4.4,0.07,-0.13,0.61,-0.21,0.02,1214,i,15
CCOC(=O)C1CCCN(c2cc(NCCCO)c([N+](=O)[O-])c3nonc23)C1 (stereo not drawn),0%,4,-1,-3.4,556,0.7%,i,2.8,2.3,7.0,-0.17,-0.15,-0.08,0.32,-0.08,1309,i,14
c1ccc(-c2ccnc3nc(-n4cccc4)nn23)cc1,13%,-15,-24,-0.5,806,1.0%,i,3.5,1.7,1.7,0.67,0.48,0.13,-0.4,0,1258,i,13
Oc1cc2c(cc1O)[C@@H](c1ccccc1)CNCC2,-31%,1,-4,·,·,-1.3%,i,1.3,2.6,12,1.7,-0.13,1.2,-0.48,·,·,i,10
CC(=O)OC1COC(n2ccc3ccccc32)C(OC(C)=O)C1OC(C)=O (stereo not drawn),0%,4,6,-1.6,982,-2.8%,i,1.4,1.0,0.8,0.3,-0.13,-0.1,-0.39,0.14,1453,i,26
NS(=O)(=O)c1ccc(CCNC(=O)CSc2ccc(Cl)cc2Cl)cc1,-11%,·,·,1.7,1257,-0.8%,i,·,·,·,0.18,-0.23,0.75,-0.47,0.97,901,·,·
CCOC(=O)C(=O)Nc1sc(C(=O)N2CCOCC2)c(C)c1C#N,-3%,-4,-4,-0.8,963,-1.0%,i,1.4,1.0,5.1,0.86,-0.31,0.7,-0.095,-0.31,1640,i,12
CNC(=O)c1cc2cc(OC)ccc2n1CCN(Cc1ccccc1)Cc1ccccc1,10%,8,7,-0.8,1201,-1.2%,i,1.3,1.0,7.3,0.13,-0.16,0.17,0.44,-0.79,883,i,4
CCCCCSc1nc2c(cnn2-c2ccccc2)c(=O)[nH]1,13%,3,-1,-0.5,1019,1.1%,i,3.4,2.5,4.7,-0.73,-0.24,-0.17,0.092,-0.23,1309,i,0
O=C(NCCCN1CCOCC1)c1cc(-c2cccs2)on1,12%,2,16,-2.5,993,-1.5%,i,4.8,2.6,0.7,-0.022,-0.047,0.19,-1.3,-0.53,1542,i,30
COc1ccc2c(-c3ccccc3)cc(SCC(=O)N(C)C)nc2c1,30%,50,13,-1.0,1068,5.7%,i,1.2,1.0,6.6,-1.1,-0.37,-0.8,1.3,-0.18,1227,i,-6
CC(=O)N1CCN(C(=O)Cn2c(=O)oc3ccccc32)CC1,-3%,-9,-12,-3.1,1385,-4.4%,i,2.0,1.3,5.9,-0.31,-0.19,0.063,-0.22,0.56,1447,i,-2
CCOC(=O)C1CCN(C(=O)c2ccc(N(C)S(C)(=O)=O)cc2)CC1,-1%,13,6,·,·,-0.7%,i,1.4,1.2,11,0.48,-0.097,0.45,0.051,0.25,930,i,-9
CCCCOc1ccc(Cc2c(COCC)[nH]c(=S)[nH]c2=O)cc1,-4%,-7,-5,0.6,1041,1.9%,i,1.0,0.9,3.3,-0.22,-0.29,-0.25,0.38,0.49,1436,i,27

# Single records (already shown).
# `CNC(=O)c1cc2cc(OC)ccc2n1CCN(Cc1ccccc1)Cc1ccccc1` is entered as AID2073 = 10%; WT yeast gro inh = 8; WT yeast gro inh mutant strain = 7; bCat nuc transl = -0.8; bCat nuc transl cell count 5 µM = 1201; HIV fusion peptide = -1.2%; Yfh1-depleted yeast = i; MT stabilizer = 1.3; MT stabilizer Hoechst-high % = 1.0; MT stabilizer cytotoxicity % = 7.3; Dynein transport = 0.13; Dynein transport cytoplasmic EGFP = -0.16; Dynein transport nuclear GR-EGFP = 0.17; Dynein transport cell count = 0.44; Ins promoter up = -0.79; Ins promoter up cell count = 883; Autophagy mod = i; Autophagy mod cell loss 18 h = 4
# `Oc1cc2c(cc1O)[C@@H](c1ccccc1)CNCC2` is entered as AID2073 = -31%; WT yeast gro inh = 1; WT yeast gro inh mutant strain = -4; bCat nuc transl = ·; bCat nuc transl cell count 5 µM = ·; HIV fusion peptide = -1.3%; Yfh1-depleted yeast = i; MT stabilizer = 1.3; MT stabilizer Hoechst-high % = 2.6; MT stabilizer cytotoxicity % = 12; Dynein transport = 1.7; Dynein transport cytoplasmic EGFP = -0.13; Dynein transport nuclear GR-EGFP = 1.2; Dynein transport cell count = -0.48; Ins promoter up = ·; Ins promoter up cell count = ·; Autophagy mod = i; Autophagy mod cell loss 18 h = 10

# Other compounds.
SMILES,AID2073,WT yeast gro inh,WT yeast gro inh mutant strain,bCat nuc transl,bCat nuc transl cell count 5 µM,HIV fusion peptide,Yfh1-depleted yeast,MT stabilizer,MT stabilizer Hoechst-high %,MT stabilizer cytotoxicity %,Dynein transport,Dynein transport cytoplasmic EGFP,Dynein transport nuclear GR-EGFP,Dynein transport cell count,Ins promoter up,Ins promoter up cell count,Autophagy mod,Autophagy mod cell loss 18 h
Cn1c(SCc2ccccc2)nnc1C1CCCNC1 (stereo not drawn),-24%,0,9,-1.7,1104,-0.4%,i,3.6,2.0,5.3,0.9,-0.16,0.36,1.1,-0.33,1319,i,7
CCn1nnc(NC(=O)c2ccc([N+](=O)[O-])o2)n1,-2%,-11,22,5.6,868,-1.5%,i,6.1,1.6,16,-0.63,-0.28,-0.12,0.47,0.45,1400,i,-6
Nn1c(SCc2cn3cc(Cl)ccc3n2)nnc1-c1ccncc1,-15%,-3,4,1.7,1067,-1.6%,i,5.2,2.4,8.5,0.22,-0.27,0.39,0.39,0.25,1089,i,-6
CCN1CCCn2c1nc1c2c(=O)n(C)c(=O)n1C,1%,-11,2,-0.2,1033,2.0%,i,3.7,2.4,3.9,0.95,-0.16,1,-1.5,-0.11,1326,i,2
CCCCN1C(=O)C2NN=C(C(=O)OCC)C2C1=O (stereo not drawn),20%,-21,-12,-1.6,1242,0.5%,i,2.2,1.2,8.8,-0.16,-0.17,0.041,-0.045,0.46,1463,i,-1
C/C(=N\NC(=O)c1nc2ccccn2c1C)c1ccc2c(c1)OCO2,10%,-11,5,-0.2,498,-1.7%,i,2.6,1.7,5.1,0.43,-0.25,0.26,1.2,-0.16,988,i,-8
COc1cccc(CC(=O)n2nc(N)c3cc4ccc(OC)cc4nc32)c1,12%,7,-11,-6.5,1134,-1.3%,·,2.1,4.7,2.1,-0.79,-0.25,-0.2,0.51,1.1,965,i,8
CCCn1c(SCC(=O)Nc2cccc(NC(C)=O)c2)nnc1C(C)C,0%,·,·,-6.3,1004,-1.8%,i,2.6,1.9,4.2,0.27,-0.21,0.11,0.14,-0.03,1256,i,14
CCn1cc(CNC(=O)c2cccc([N+](=O)[O-])c2)c(C)n1,-3%,-19,-6,1.0,1031,-2.0%,i,1.4,3.6,5.5,0.088,-0.081,-0.18,0.037,-0.38,1503,i,-11
N#Cc1c(SCC(=O)N2CCCCC2)nsc1SCC(=O)N1CCCCC1,-3%,-7,-2,-1.5,1068,-1.6%,i,3.5,2.5,7.7,-0.96,-0.28,-0.45,0.54,-0.57,1292,i,9
COCc1cc(C)nc(N/N=C/c2ccc(-c3ccc(Cl)cc3[N+](=O)[O-])o2)c1C#N,11%,-3,4,-1.1,993,18%,i,4.8,2.5,3.0,0.084,-0.28,0.32,-0.45,0.08,1159,i,-11
Cc1ccc(NC(=O)c2ccc(COc3ccc4c(c3)CCC4)cc2)c(C)c1,27%,-4,-9,-1.1,1107,1.1%,i,2.8,1.9,7.2,1.2,-0.24,0.61,-0.86,0.15,1605,i,3
O=C(NNC(=O)C1CC1)c1cc2cc3ccccc3nc2s1,13%,-7,7,-0.3,1494,-1.4%,i,3.3,1.9,7.3,-1.2,-0.23,-0.61,1.7,-0.11,1437,i,4
COc1ccc2[nH]c(C(=O)NCCN3CCOCC3)cc2c1,18%,·,·,-7.2,1255,1.6%,i,·,·,·,0.15,-0.28,-0.22,0.34,-0.86,1456,·,·
O=C(O)CN1C(=O)c2cccc(Oc3ccc(Cl)cc3)c2C1=O,2%,-4,6,2.4,1249,2.5%,i,2.7,2.3,3.3,0.87,1,1.1,-0.6,0.89,1313,i,6
CC(=O)N1N=C(c2ccccc2)CC1c1cn(Cc2ccccc2)c2ccccc12 (stereo not drawn),12%,26,-3,0.2,499,-1.7%,i,10,19,49,-0.091,-0.25,-0.027,1.1,0.07,971,i,16
Cc1cccc(NC(=O)/C(=C\c2ccc([N+](=O)[O-])o2)NC(=O)c2ccc(Cl)cc2)c1,25%,2,-2,1.6,1056,31%,i,5.3,2.3,9.3,-0.76,-0.12,-0.06,0.27,-0.47,1317,i,4
CSc1ccccc1C(=O)NCc1ccc(F)cc1,-7%,13,-7,-2.9,1101,0.6%,i,5.8,3.2,5.0,-0.47,-0.35,0.42,0.72,-0.05,1576,i,9
CCN(CC(=O)NC(C)(C)C)C(=O)CCl,16%,-9,6,3.1,1061,2.2%,i,6.9,2.8,8.3,-0.85,0.29,-0.11,1,0.7,1439,i,-15
